LMNA splice mod = qHTS Assay for Modulators of Lamin A Splicing; HeLa LMNA splicing GFP/RFP minigene ratio, 48 h; Potency, µM (highest dose often 46.1 µM), inactives show top-dose ratio change, negative = inhibition, actives largely listed as inhibitors; 200,000 compounds, 0.01% hits; AID 1487, 2009; active = well fitted inhibition curve with a large enough effect in the signal ratio, with a control signal flat, not every such curve was filed as active; inconclusive = small, poorly fitted or top-dose-only effect, or effect the other way, or a change in a side signal; the % refers to the signal ratio; note: potency is the fitted concentration of half-maximal effect; % is set by controls: 0 for no effect and ±100 for the full control effect
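Read-out is the ratio of GFP to DsRed2 object intensity, acquired by 488 nm laser-scanning cytometry on HeLa lamin A-EGFP minigene reporter cells. Compound incubation 48 hrs at 37 °C in Opti-MEM with 2% FBS; DMSO 0.5% final.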
IMPase Li inh = qHTS Assay for Identifying the Cell-Membrane Permeable IMPase Inhibitors: Potentiation with Lithium; Potency, µM (titrated, usually from 59.4 µM), inactives show top-dose activity, negative = IMPase inhibition, usual class: inhibitors; 210,000 compounds, 0.35% hits; CHO-M1 cells, IP1 TR-FRET (IP-One), carbachol + lithium;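 note: IP1 builds up when IMPase is blocked and the TR-FRET signal falls; potency is the fitted concentration of half-maximal effect; plate controls were basal vehicle for no effect and high inhibitor control for full effect; nearly all actives have a fitted effect of over 50% in size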
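IP1 accumulation measured by competitive TR-FRET in lysed CHO-M1 cells after 30 min compound exposure at 37C, with a small lithium addition to potentiate weak responses. Hill-equation AC50 from ratio and donor-channel data.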
Luc counter = Counterscreen for Luciferase (Kinase-Glo TM) Inhibition; Luciferin 4-monooxygenase (Photuris pensylvanica), Q27757; Kinase-Glo luciferase, ATP luminescence, 8 min; Potency, µM (top dose mostly 38.3 µM), inactives show top-dose activity change, negative = inhibition, actives largely listed as inhibitors; 200,000 compounds, 0.28% hits; AID 1379, 2008; note: potency is the fitted concentration of half-maximal effect; % is set by controls: 0 for no effect and ±100 for the full control effect; nearly all actives have a fitted effect of over 60% in size
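Kinase-Glo luciferase light output from ATP and luciferin was measured with 10 uM ATP, within the enzyme's linear range. Buffer: 50 mM imidazole pH 7.2, 50 mM KCl, 7 mM MgCl2, 0.01% Tween 20, 0.05% BSA; luminescence read after 8 min at ambient temperature.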
NPSR antag = qHTS Assay for Antagonists of the Neuropeptide S Receptor: cAMP Signal Transduction; Potency, µM (doses to about 38.3 µM), without a hit: at the top dose activity change, negative = inhibition, hits mostly inhibitors; AID 1461, 2008; Q6W5P4; 220,000 compounds, 1% hits; CHO-NPSR cells, cAMP TR-FRET, antagonist mode; note: potency is the fitted concentration of half-maximal effect; % is set by controls: 0 for no effect and ±100 for the full control effect; nearly all actives have a fitted effect of over 50% in size; many of its hits are not listed in these tables
Target sequence (Q6W5P4 whole entry, looked up): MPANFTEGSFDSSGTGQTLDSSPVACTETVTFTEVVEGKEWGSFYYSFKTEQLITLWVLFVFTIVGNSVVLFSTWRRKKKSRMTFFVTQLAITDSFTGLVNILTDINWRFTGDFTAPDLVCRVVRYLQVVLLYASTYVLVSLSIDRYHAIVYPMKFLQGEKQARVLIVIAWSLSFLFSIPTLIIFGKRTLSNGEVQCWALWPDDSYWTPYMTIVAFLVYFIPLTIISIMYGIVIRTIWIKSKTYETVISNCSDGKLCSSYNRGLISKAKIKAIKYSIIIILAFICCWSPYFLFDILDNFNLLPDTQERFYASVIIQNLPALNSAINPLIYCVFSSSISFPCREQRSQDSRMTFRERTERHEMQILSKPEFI
HttQ103 aggreg = qHTS Multiplex Assay to Identify Dual Action Probes in a Cell Model of Huntington: Aggregate Formation (GFP); PC12 HttQ103-GFP aggregates, Acumen cytometry, 40 h; Potency, µM (top dose mostly 46.1 µM), inactives show at the top dose activity change, negative = inhibition, actives largely listed as inhibitors; 220,000 compounds, 1.1% hits; AID 1688, 2009; note: potency is the fitted concentration of half-maximal effect; % is set by controls: 0 for no effect and ±100 for the full control effect; nearly all actives have a fitted effect of over 60% in size
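PC12 cells stably carrying ecdysone-inducible HTT exon 1 Q103–GFP were induced with tebufenozide (100 nM final) and treated with library compounds in titration. GFP aggregates in lysates were counted by laser scanning cytometry.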
Epigenetic derep = Quantitative High-Throughput Screen for Regulators of Epigenetic Control. murine LDR cells, GFP reporter derepression, 30 h. Potency, µM (top dose mostly 53.9 µM), for inactives: at the top dose GFP activation, usual class: activators. 280,000 compounds, 0.2% hits. AID 1865, 2009; note: potency is the fitted concentration of half-maximal effect; % of control where 0% means no effect; nearly all actives have a fitted effect of over 60% in size
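Reporter derepression read as number of fluorescent GFP-positive objects, 20-120 um in size, counted by laser-scanning cytometer. Mouse LDR line with an epigenetically silenced CMV-GFP locus; compound incubation 30 h, 37 C.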
CBFb-RUNX1 inh = qHTS Assay for Compounds Blocking the Interaction Between CBF-beta and RUNX1 for the Treatment of Acute Myeloid Leukemia. 230,000 tested, under 10 active. Potency, µM (doses to about 59.8 µM), inactives show at the top dose activity, negative = inhibition, usual class: inhibitors. AlphaScreen CBFb-His/RUNX1-biotin binding, biochemical. Runt-related transcription factor 1 (Homo sapiens) + Core-binding factor subunit beta …; note: % of control where 0% means no effect
Target sequence (Q01196 whole entry, looked up): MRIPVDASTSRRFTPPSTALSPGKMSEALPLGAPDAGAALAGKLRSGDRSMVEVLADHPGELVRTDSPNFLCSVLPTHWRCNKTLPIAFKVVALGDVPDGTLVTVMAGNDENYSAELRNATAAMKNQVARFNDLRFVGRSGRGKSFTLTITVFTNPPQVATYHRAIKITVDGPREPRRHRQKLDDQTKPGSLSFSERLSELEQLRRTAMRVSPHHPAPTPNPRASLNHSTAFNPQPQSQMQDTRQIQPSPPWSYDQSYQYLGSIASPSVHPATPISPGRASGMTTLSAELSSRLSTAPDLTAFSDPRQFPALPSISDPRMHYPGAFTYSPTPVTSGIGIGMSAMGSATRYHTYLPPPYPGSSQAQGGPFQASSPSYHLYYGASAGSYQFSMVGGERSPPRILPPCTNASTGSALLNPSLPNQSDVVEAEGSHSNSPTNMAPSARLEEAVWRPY
Target sequence (Q13951 whole entry, looked up): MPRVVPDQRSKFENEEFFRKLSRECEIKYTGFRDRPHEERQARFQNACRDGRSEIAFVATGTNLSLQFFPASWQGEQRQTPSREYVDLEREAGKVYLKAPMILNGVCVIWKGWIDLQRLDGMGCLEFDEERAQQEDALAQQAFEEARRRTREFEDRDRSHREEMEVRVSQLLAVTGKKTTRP
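Compounds were screened at multiple concentrations against a preformed CBF-beta(His)/RUNX1(biotin) complex (30 nM of each) for 15 min at room temperature, followed by 90 min with nickel and streptavidin beads and AlphaScreen reading.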
* = called active by the depositor; ? = inconclusive; nt = not tested or not shown; & = joins results of further samples; [ ] = dose if it differs, or a comment. Unless noted, calls come from the whole dose curve; as a rule, active = well fitted curve in the direction sought with a large enough effect; inconclusive = small, poorly fitted or top-dose-only effect, or another doubt; inactive = no such curve, though single readings can be large; an effect the other way counts as inactive or inconclusive.

SMILES | LMNA splice mod | IMPase Li inh | Luc counter | NPSR antag | HttQ103 aggreg | Epigenetic derep | CBFb-RUNX1 inh
Cc1cccc(NS(=O)(=O)c2ccc(C3CCCCC3)cc2)n1 | ? | 18%[38.3 µM] | -2% | 2%[46.1 µM] | -33% | 0.1% | -3%
Cc1ccc(C(=O)CN2C(=O)C(=O)N(Cc3ccccc3)C2=O)cc1 | nt | -5% | nt | -10% | 2%[9.22 µM] | -0.2% | 17%
O=S(=O)(NC1CCCCC1Nc1ccc(Cl)cc1)c1ccccc1 (configuration not stated) | ? | 14% | -3% | -28% | 19% | 0.0% | 0%
CN(c1ccc(Cl)cc1)c1cc(=O)n(C)c2ccccc12 | ? | -18%[38.3 µM] | -1% | 8%[46.1 µM] | -3% | 2.4% | 16%
CS(C)(=O)=O | nt | 1% | -3% | nt | nt | -0.5% | ?
O=C(Cn1cnc2sc(-c3ccccc3)cc2c1=O)NCCc1ccccc1 | 3% | 28µM* | -3% | -15%[46.1 µM] | -27% | 2.7% | -2%
Nc1ccc(Cl)c(-c2nc3ncccc3o2)c1 | -5% | -28%[38.3 µM] | 0% | -3%[46.1 µM] | 13% | 2.3% | 7%
Cc1ccc(-c2nnn(CCC(=O)NC(C)(C)C)n2)cc1 | -5% | -1% | 4% | 7%[46.1 µM] | -24% | -0.8% | 4%
OC1CCN(C(=S)NCCc2ccccc2)CC1 | 9% | 14%[38.3 µM] | 17% | 2%[46.1 µM] | 4% | -0.7% | -5%
Cc1cccnc1NC(=S)Nc1ccc(F)cc1F | nt | 1% | -1% | -19% | -2% | 4.5% | 9%
CCc1ccc(CN(C)C(=O)CCc2nnc(CCc3cccc(OC)c3)o2)nc1 | ? | 6% | -2% | -10% | -20%[9.22 µM] | 1.7% | -4%
CCOc1cc(S(=O)(=O)NC2CC2)c(OCC)cc1-n1cnnn1 | 2% | 12%[38.3 µM] | -3% | -5%[46.1 µM] | 2% | 1.6% | 2%
CCOC(=O)C1CCCN(C(=O)C2CCN(c3nnc(-n4cccc4)s3)CC2)C1 (configuration not stated) | ? | 20% | -3% | 2% | -1% | 0.0% | -1%
O=C(CSc1nnc(-c2ccncc2)o1)NCc1ccccc1 | 15% | 0% | -1% | 8% | -15% | 0.0% | 6%
Cc1cccc(Nc2ccc([N+](=O)[O-])cc2C(=O)O)c1 | -27% | 7% | 0% | -11% | -14% | -1.1% | -20%
COc1ccc(NC(=O)CN2CC(c3ccccc3)CC2=O)cc1OC (configuration not stated) | -15% | 10% | 2% | -9%[46.1 µM] | -2% | 0.0% | -2%
CC(=O)NC(Cc1cccc(F)c1)C(=O)NC1CCN(c2ncccc2[N+](=O)[O-])CC1 (configuration not stated) | 8%[9.22 µM] | 2% | -1% | -5% | 17%[9.22 µM] | -2.1% | 9%
COc1ccc(C)cc1NC(=O)CSc1nnc(CC(=O)Nc2ccccc2F)n1C | nt | -8% | nt | -25% | -15% | -0.4% | 1%
O=c1c(O)c(-c2ccccc2)oc2cc(O)ccc12 | ? | 6% | -1% | nt | nt | -1.7% | nt
NNC(=O)CNC(c1ccccc1)c1cc(Br)ccc1N (configuration not stated) | nt | nt | nt | 7% | 11%[9.22 µM] | -1.2% | -7%
O=S(=O)(c1ccc(NC2CCCCC2)cc1)N1CCOCC1 | ? | 34%[38.3 µM] | 7% | -9%[46.1 µM] | -23% | 0.0% | 2%
CN(CC1COc2ccccc2O1)C(=S)Nc1ccccc1F (configuration not stated) | -12% | 5% | 1% | -8%[46.1 µM] | 3% | 0.0% | 3%
CC1CN(C(=O)c2cccc(S(=O)(=O)Nc3ccc(Cl)cc3)c2)CC(C)O1 (configuration not stated) | 2%[46 µM] | -2% | 3% | -21% | -18% | 1.3% | 9%
Cc1ccc(C(=O)NNC(=O)c2cccc(S(=O)(=O)N3CCN(c4ccccc4)CC3)c2)cc1 | ? | -1% | -8% | 14% | 9% | -0.3% | ?
CCN(CC)C(=O)CSc1nnc(NC(=O)CCc2ccccc2)s1 | -11% | 3% | 2% | 12% | 6% | 1.0% | 12%

In a second layout: results already given
Results follow in this order: LMNA splice mod | IMPase Li inh | Luc counter | NPSR antag | HttQ103 aggreg | Epigenetic derep | CBFb-RUNX1 inh
COc1ccc(C)cc1NC(=O)CSc1nnc(CC(=O)Nc2ccccc2F)n1C
    nt | -8% | nt | -25% | -15% | -0.4% | 1%
O=c1c(O)c(-c2ccccc2)oc2cc(O)ccc12
    ? | 6% | -1% | nt | nt | -1.7% | nt
NNC(=O)CNC(c1ccccc1)c1cc(Br)ccc1N (configuration not stated)
    nt | nt | nt | 7% | 11%[9.22 µM] | -1.2% | -7%
O=S(=O)(c1ccc(NC2CCCCC2)cc1)N1CCOCC1
    ? | 34%[38.3 µM] | 7% | -9%[46.1 µM] | -23% | 0.0% | 2%
CN(CC1COc2ccccc2O1)C(=S)Nc1ccccc1F (configuration not stated)
    -12% | 5% | 1% | -8%[46.1 µM] | 3% | 0.0% | 3%
CC1CN(C(=O)c2cccc(S(=O)(=O)Nc3ccc(Cl)cc3)c2)CC(C)O1 (configuration not stated)
    2%[46 µM] | -2% | 3% | -21% | -18% | 1.3% | 9%
Cc1ccc(C(=O)NNC(=O)c2cccc(S(=O)(=O)N3CCN(c4ccccc4)CC3)c2)cc1
    ? | -1% | -8% | 14% | 9% | -0.3% | ?
CCN(CC)C(=O)CSc1nnc(NC(=O)CCc2ccccc2)s1
    -11% | 3% | 2% | 12% | 6% | 1.0% | 12%

Next part:
SMILES | LMNA splice mod | IMPase Li inh | Luc counter | NPSR antag | HttQ103 aggreg | Epigenetic derep | CBFb-RUNX1 inh
N#CCSc1nc2[nH]ncc2c(=O)n1-c1ccccc1Br | -6% | ? | 10µM* | 9%[46.1 µM] | 1% | -2.0% | 2%
CSc1nc2c(c(=O)n1C)SC(C)C2 (configuration not stated) | -8% | 24%[38.3 µM] | -1% | -2%[46.1 µM] | -2% | -0.9% | 1%
CC12CN3CC(C)(CN(C1)C3c1ccc(Br)cc1)C2 (configuration not stated) | -4% | 2% | 5% | 5%[46.1 µM] | 1% | -0.9% | 20%
CS(=O)(=O)Nc1cccc(S(=O)(=O)N2CCN(C(=O)c3ccccc3)CC2)c1 | nt | nt | nt | 8% | 13%[9.22 µM] | -2.7% | 11%
NC(C(=O)O)C(O)C(=O)O (configuration not stated) | -4% | 3% | -3% | nt | nt | 0.3% | nt
CCN(Cc1ccncc1)C(=O)[C@@H](CO)c1ccccc1 | ? | 21%&6% | -4% | nt | nt | -1.1% | 3%&-21%[21.7 µM]
COC(=O)[C@@H](NC(=O)Nc1cccc(Br)c1)C(C)C | -5% | -1% | 1% | 12% | 11% | -1.1% | 1%
CC(=O)N1CCC(O)(c2cccc(C(F)(F)F)c2)CC1 | 0% | nt | nt | 0%[46.1 µM] | -2% | -5.9% | -5%
CN1CCN(c2ccc(CNC(=O)c3ccc4c(c3)OCCO4)cc2)CC1 | nt | nt | nt | -12% | -11%[9.22 µM] | 4.8% | 1%
C=CCOc1ccc(/C=N/NC(=O)CN(c2cc(Cl)ccc2OC)S(=O)(=O)c2ccc(C)c([N+](=O)[O-])c2)cc1 | ? | -2% | -1% | -13% | 19% | 0.0% | 2%
CCOc1ccc(NC(=O)CSc2nnc(N)s2)c([N+](=O)[O-])c1 | 19%[46 µM] | -3% | -2% | 2% | 1% | 1.1% | 0%
CNc1cc(C)nc(-n2nc(C)cc2C)n1 | 2% | -5%[38.3 µM] | 3% | -8%[46.1 µM] | -2% | -0.1% | -2%
O=C(c1cc(COc2ccc(F)cc2Cl)on1)N1CCCC(OCc2cccnc2)C1 (configuration not stated) | nt | nt | nt | 14% | ? | 0.5% | 0%
C=CCn1cc(Cl)c(=O)n(CC=C)c1=O | -6% | -13%[38.3 µM] | 0% | 7%[46.1 µM] | 17% | 0.0% | -3%
COc1ccc(N2C(=O)c3ccccc3NC23CCCC3)cc1 | 4%[46 µM] | 9% | -1% | -6% | 24% | -1.9% | 3%
CCCc1cc(NCCCN2CCOCC2)n2c(nc3ccccc32)c1C#N | 1% | 17% | -2% | -15% | -11% | -2.0% | 4%
OC(COc1ccccc1)CN1CCN(c2ncccn2)CC1 (configuration not stated) | 4% | 4%[38.3 µM] | -1% | -4%[46.1 µM] | 8% | 0.0% | 3%
COc1cc2ncnc(NCc3cccc(Cl)c3)c2cc1OC | nt | 6% | 2% | 20% | 14µM* | -0.7% | 9%
O=S(=O)(Nc1nc2ccccc2nc1NCCO)c1cccc(Cl)c1 | 4% | 13%[38.3 µM] | -1% | -8%[46.1 µM] | 8% | -1.0% | 5%
COCCN(Cc1ccccc1)C(=O)c1c(C)nn(-c2ccccc2)c1C | nt | 1% | -2% | 4% | -8% | 5.2% | 6%
COc1cccc2sc(NC(=O)c3ccc(S(=O)(=O)N4CCOCC4)cc3)nc12 | -18% | 4%[38.3 µM] | 6% | 2%[46.1 µM] | -13% | -1.0% | 3%
COc1ccc(CCNC(=O)c2cn3ccc(C)cc3n2)cc1OC | ? | 5% | 3% | 7% | 13% | -4.1% | -11%
Cn1ncc(Cl)c1C(=O)N1CCN(c2ncccn2)CC1 | -8%[46 µM] | 5% | 2% | 12% | -3%[9.22 µM] | 0.1% | 2%
COCCNCCCCOc1ccccc1-c1ccccc1 | 1% | 5% | 0% | 11% | -12% | -0.9% | 3%
CCOC(=O)N1CCN(Cc2ccc(O)c3ncccc23)CC1 | ? | 9% | -5% | 8% | -19%[9.22 µM] | 4µM* | ?

This is a subset (hit frequency here may not be typical).
